FLuc modulator = firefly luciferase modulation, counter-screen for miR-21 project; P08659; purified FLuc, Km substrates, luminescence inhibition; Potency, µM (highest dose often 57.5 µM), without a hit: top-dose activity change, negative = inhibition, hits mostly inhibitors; 6.9% of 360,000 active; AID 588342;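 also: plate controls were vehicle for no effect and reference inhibitor for full effect; nearly all actives have a fitted effect of over 55% in size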
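Purified P. pyralis luciferase, 10 nM final, with Km-level 10 uM D-luciferin and 10 uM ATP in 50 mM Tris acetate pH 7.5, 10 mM Mg acetate, 0.01% Tween-20, 0.05% BSA; 6-point qHTS titration about 60 µM downward; luminescence read.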
ELG1 genotoxic = genotoxicity induction in ELG1-luciferase HEK293T cells. Potency, µM (titrated, usually from 46 µM), for inactives: at the top dose activity change, positive = activation, usual class: activators. HEK293T ELG1-luciferase reporter, luminescence, 16 h. 1.3% of 330,000 active; also: % of control where 0% means no effect; nearly all actives have a fitted effect of over 60% in size
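Quantitative HTS format in 1536-well plates. HEK293T ELG1-luciferase reporter cells receive test compound and are incubated 16 hr at 37 °C, 5% CO2; ONE-Glo added, 30 min room temperature, then luminescence read.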
p53 reactivation = re-activators of mutant p53. H1299 p53-A138V BP100-luciferase reporter, luminescence, 24 h. Potency, µM (doses to about 92.2 µM), without a hit: top-dose activity change, positive = activation, hits mostly activators. 0.063% of 320,000 active. AID 504706; also: % of control where 0% means no effect; nearly all actives have a fitted effect of over 45% in size
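p53-null H1299 cells stably carrying temperature-sensitive p53-A138V and a BP100-luciferase reporter were pinned with compounds (4-point, 1:5 series) and held 24 hrs at 37 deg C. Luminescence was read 10 min after detection reagent.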
Gal4-VP16 FLuc = Gal4-VP16 reporter inhibition counter-screen; AID 2546; Potency, µM (top dose mostly 53.6 µM), without a hit: top-dose activity, negative = inhibition, usual class: inhibitors; Drosophila S2 Gal4-VP16 UAS-luciferase, luminescence, 20 h; 3.5% of 310,000 active;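 also: Gal4-VP16 expression switched on by copper sulfate through the metallothionein promoter; % is scaled to controls: 0 for no effect and ±100 for the full control effect; nearly all actives have a fitted effect of over 50% in size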
MBNL1 CUG block = MBNL1-poly(CUG) RNA binding inhibition | Q9NR56 | TR-FRET MBNL1-His/biotin-(CUG)12 binding, 665/545 ratio | Potency, µM (titrated, usually from 57.5 µM), for inactives: at the top dose activity change, negative = inhibition, usual class: inhibitors | 0.036% of 280,000 active | AID 2675; active = well fitted inhibition curve with a large enough effect in the signal ratio, with a control signal flat, not every such curve was filed as active; inconclusive = small, poorly fitted or top-dose-only effect, or effect the other way, or a change in a side signal; inactive = no such curve, though single readings can be large or run the other way; the % refers to the signal ratio; also: % is scaled to controls: 0 for no effect and ±100 for the full control effect
Target sequence (Q9NR56 whole entry, looked up): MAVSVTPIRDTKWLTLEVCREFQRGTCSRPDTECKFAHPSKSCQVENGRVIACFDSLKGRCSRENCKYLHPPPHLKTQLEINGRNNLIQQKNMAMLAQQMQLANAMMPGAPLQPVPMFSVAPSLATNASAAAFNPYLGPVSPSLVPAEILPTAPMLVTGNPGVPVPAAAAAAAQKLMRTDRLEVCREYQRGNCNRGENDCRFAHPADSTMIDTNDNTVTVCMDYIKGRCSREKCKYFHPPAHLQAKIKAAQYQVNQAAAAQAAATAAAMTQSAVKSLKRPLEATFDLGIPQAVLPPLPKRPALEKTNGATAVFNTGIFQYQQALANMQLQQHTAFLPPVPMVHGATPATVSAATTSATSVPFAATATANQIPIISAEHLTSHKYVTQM
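Compounds (final 92 nM to 58 uM) are added to His-tagged MBNL1 and biotin-(CUG)12, then terbium anti-His antibody and streptavidin-XL665 (5 nM final). After 60 min at room temperature, the 665/545 nm ratio is read.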
RORg inh = inhibitors of mouse ROR gamma transcriptional activity; 5.4% of 310,000 active; Drosophila S2 Gal4-RORgamma UAS-luciferase reporter, 20 h; Potency, µM (highest dose often 53.6 µM), without a hit: at the top dose activity change, negative = inhibition, hits mostly inhibitors; P51450; also: % is scaled to controls: 0 for no effect and ±100 for the full control effect; nearly all actives have a fitted effect of over 60% in size
Target sequence (P51450 whole entry, looked up, the tested form may be a part): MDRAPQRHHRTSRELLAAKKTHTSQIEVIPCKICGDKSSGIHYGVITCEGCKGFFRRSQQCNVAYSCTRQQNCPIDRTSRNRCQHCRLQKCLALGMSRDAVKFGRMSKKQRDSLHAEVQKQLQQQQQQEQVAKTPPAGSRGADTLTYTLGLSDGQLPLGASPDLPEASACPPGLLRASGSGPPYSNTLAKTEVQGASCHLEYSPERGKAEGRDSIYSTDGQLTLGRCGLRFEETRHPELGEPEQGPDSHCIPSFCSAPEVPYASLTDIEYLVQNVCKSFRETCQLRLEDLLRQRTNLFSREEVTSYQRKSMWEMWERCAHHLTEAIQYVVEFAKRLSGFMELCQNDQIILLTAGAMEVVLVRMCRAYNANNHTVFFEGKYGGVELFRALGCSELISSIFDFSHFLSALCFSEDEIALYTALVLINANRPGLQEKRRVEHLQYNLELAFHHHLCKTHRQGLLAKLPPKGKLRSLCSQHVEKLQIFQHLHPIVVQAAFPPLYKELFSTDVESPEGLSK
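Read-out: Photinus luciferase luminescence; inhibitors lower reporter signal. Insect Schneider cells with Gal4-ROR gamma fusion under metallothionein promoter, UAS reporter; 700 uM final copper sulfate induction, 20 hr, ambient temperature.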
MLL CXXC-DNA inh = inhibitors of human MLL CXXC domain-DNA interaction; Q03164; MLL-CXXC / FITC-HOXA9 DNA fluorescence polarization; Potency, µM (top dose mostly 115 µM), for inactives: at the top dose activity change, negative = inhibition, actives largely listed as inhibitors; 0.037% of 290,000 active; AID 2662; active = well fitted inhibition curve with a large enough effect in the polarisation, with a control signal flat, not every such curve was filed as active; inconclusive = small, poorly fitted or top-dose-only effect, or effect the other way, or a change in a side signal; inactive = no such curve, though single readings can be large or run the other way; the % refers to the polarisation
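Steps: dispense CXXC domain solution (7 uM) → pin compounds or unlabeled HOX-A9 DNA control → 5 min ambient → add FLSN-HOX-A9 solution (50 nM) → spin → 30 min ambient → fluorescence polarization. Tris pH 7.5/NaCl/DTT/BSA buffer.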
BRCA1 expr act = increases BRCA1 expression | 1.1% of 380,000 active | MCF7-BRCA1-FFLuc reporter, luminescence, 48 h; response scale: scaled: vehicle 0%, 10 µM genistein 100% | Potency, µM (highest dose often 46.1 µM), for inactives: at the highest dose activation, most hits filed as activators; also: nearly all actives have a fitted effect of over 80% in size; some results filed as inactive show a strong effect at the top dose
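Luminescence from a BRCA1-driven firefly luciferase in MCF7 cells was read after 48 h compound exposure at 37 C. Data normalized against DMSO and a 10microM genistein activation control, then curve-fitted across the titration.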
uPA surface inh = cell surface uPA generation inhibition | 0.31% of 330,000 active | Potency, µM (titrated, usually from 38.3 µM), inactives show at the top dose activity change, negative = inhibition, most hits filed as inhibitors | cell surface uPA generation assay, qHTS | AID 540303; active = well fitted inhibition curve with a large enough effect; inconclusive = small, poorly fitted or top-dose-only effect; inactive = no such curve, though single readings can be large or run the other way; tested in mouse RAW 264.7 cells; also: % is scaled to controls: 0 for no effect and ±100 for the full control effect; nearly all actives have a fitted effect of over 55% in size
Rab9 promoter act = activators of Rab9 promoter; Huh7 Rab9 promoter-luciferase reporter, luminescence, 24 h; 2.8% of 320,000 active; Potency, µM (highest dose often 9.22 µM), for the others: top-dose activation, negative = inhibition, usual class: activators; also: % of control where 0% means no effect; nearly all actives have a fitted effect of over 60% in size
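Steps: seed 1500 Huh7 Rab9-luc cells per well, rest 2 h at 37 °C; add compound in DMSO; incubate 24 h; add luciferase reagent, 10 min ambient; read luminescence.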
NPC1 promoter act = activates the NPC1 promoter | Huh7 NPC1 promoter luciferase reporter, 24 h | Potency, µM (titrated, usually from 9.22 µM), for inactives: at the top dose activation, hits mostly activators | 2.4% of 320,000 active | AID 485313;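 also: % of control where 0% means no effect; nearly all actives have a fitted effect of over 60% in size; reporter is driven by a mutant NPC1 promoter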
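Compounds in DMSO were transferred onto Huh7 NPC1-luciferase reporter cells pre-incubated 2 h; after 24 h at 37 °C, Amplite reagent was dispensed and luminescence recorded 10 min later.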
* = called active by the depositor; ? = inconclusive; . = not tested or not shown; [ ] = dose if it differs, or a comment. Unless noted, calls follow the shape of the dose curve; as a rule, active = well fitted curve in the direction sought with a large enough effect; inconclusive = small, poorly fitted or top-dose-only effect, or another doubt; inactive = no such curve, though single readings can be large; an effect the other way counts as inactive or inconclusive. Potency is read from the fitted curve at half-maximal effect.

canonical_smiles,Rab9 promoter act,MBNL1 CUG block,NPC1 promoter act,p53 reactivation,BRCA1 expr act,MLL CXXC-DNA inh,FLuc modulator,Gal4-VP16 FLuc,ELG1 genotoxic,RORg inh,uPA surface inh
COc1ccc(CCn2c(=N)c(S(=O)(=O)c3ccc(Cl)cc3)cc3c(=O)n4ccccc4nc32)cc1,-7%,-7%,-7%,-3%,0%,-8%,4%,-2%,8%,-15%,0%
Cc1ccccc1NC(=O)CSc1ccsc1[N+](=O)[O-],-7%,.,-5%,9%,-6%,14%,3%,2%,-3%,-10%[10 µM],-7%
CN(CC(=O)Nc1ccc(F)cc1)CC(=O)N1CCCC1,-5%,.,-13%,1%,-9%,.,0%,.,-2%,.,3%
COC(=O)c1[nH]c2ccc(F)cc2c1NC(=O)CCN1CCN(C(=O)c2ccco2)CC1,-2%,6%,3%,-5%,.,-9%,0%,7%,2%,8%,.
CC(C)Oc1ccc(CCc2n[nH]c(=S)n2-c2ccccc2)cc1,-2%,.,-1%,-5%,-1%,4%,?,-11%,-1%,7.1µM*,4%
CN(C)c1ccc(C=Nc2ccccc2)cc1,1%,?,-1%,4%,2%,-2%,0.43µM*,3%,-1%,9%,-5%
Cc1ccsc1/C=C1/NC(=O)N(Cc2ccc(F)cc2)C1=O,-1%[1.84 µM],3%,-1%,-4%,1%,12%,-2%,-12%[10 µM],4%,-11%,0%
COC(=O)CC1C(=O)NCCN1C(=O)c1sc2ccccc2c1Cl (stereo not given),2%,7%,-1%,-2%,3%,2%,-4%,-2%,-1%,-26%,6%
Cc1cccc(NC(=O)CSc2nnc(-c3ccccc3)n2N)c1C,3%,-8%,0%,0%,0%,7%,2%,-6%,3%,0%,-7%
COc1ccc(OC)c(NC(=O)C2CCCN2C(=O)C2CCC(C)CC2)c1 (stereo not given),-2%,6%,2%,-2%,-2%,-4%,6%,7%,-5%,2%,14%
Cc1nc(SCc2ccc(F)cc2)n[nH]1,11%,6%,5%,4%,56%,-1%,-17%,2%,4%,18%,3%
Cc1ccc(OCC(=O)NNC(=O)C2CCCO2)c(C)c1 (stereo not given),3%,-3%,-2%,2%,-5%,-3%,-13%,-14%,7%,-6%,1%

Continued:
canonical_smiles,Rab9 promoter act,MBNL1 CUG block,NPC1 promoter act,p53 reactivation,BRCA1 expr act,MLL CXXC-DNA inh,FLuc modulator,Gal4-VP16 FLuc,ELG1 genotoxic,RORg inh,uPA surface inh
O=C(CCCSc1nc2ccccc2c(=O)[nH]1)c1ccccc1,-4%,31%[activator],3%,10%,-13%,23%,-5%,-1%,5%,13%,4%
O=C(O)CSc1cc(NS(=O)(=O)c2cccc([N+](=O)[O-])c2)c2ccccc2c1O,-29%,.,-30%,-11%,-96%,?,?,?,-15%,?,-6%
CCOC(=O)C1CCN(C(=O)CCNS(=O)(=O)c2ccc(C)cc2)CC1,-8%,.,-2%,-1%,-5%,.,5%,.,-2%,.,-16%
O=C1c2oc3ccccc3c(=O)c2C(c2ccccn2)N1Cc1ccccc1 (stereo not given),-5%,4%,-2%,14%,-2%,2%,3%,.,-1%,-6%[0.365 µM],7%
NC(=O)c1ccc(Cn2c(C(=O)c3ccc(Cl)cc3)c3ccccc3[n+]2[O-])cc1,0%,.,6%,-6%,-3%,.,-8%,.,2%,.,15%
O=C(Nc1ccccc1F)N1CCC(NC(=O)C23CC4CC(CC(C4)C2)C3)CC1,?,1%,-5%,4%,-26%,30%,1%,-5%,0%,-11%,2%
Cc1cccc(N(C(=O)CCC(=O)Nc2cc(C)on2)C(C(=O)NC2CCCC2)c2ccc(C)o2)c1 (stereo not given),3%,-1%,-2%,3%,24%,2%,3%,-6%,-4%,31%,16%
COc1ccc(S(N)(=O)=O)cc1C(=O)NCCCN1CCN(c2ccccc2OC)CC1,-8%,-23%,-2%,-7%,0%,8%,3%,3%,2%,-4%,8%
NC(N)=NC(N)=Nc1cccc2ccccc12,-6%,23%,2%,-4%,8%,-15%,-4%,1%,-6%,5%,1%
O=C(Nc1ccc(F)cc1)c1cccnc1N1CCOCC1,-1%,-4%,0%,-12%,1%,7%,-2%,6%,3%,-2%,1%
CC(C)(C)C(=O)C[n+]1ccccc1,-19%,3%,1%,0%,5%,?,-1%,-17%,3%,10%,9%
Cc1ccc(C)c(CS(=O)(=O)c2cn(CC(=O)N3CCCCC3)c3ccccc23)c1,0%,-4%,-1%,-6%,-13%,1%,0%,10%,-3%,-8%,2%

Remaining list, next part
canonical_smiles,Rab9 promoter act,MBNL1 CUG block,NPC1 promoter act,p53 reactivation,BRCA1 expr act,MLL CXXC-DNA inh,FLuc modulator,Gal4-VP16 FLuc,ELG1 genotoxic,RORg inh,uPA surface inh
COc1c(NC(C)=O)c2ccccc2c2ccccc12,-2%,-3%,-3%,-2%,-2%,-10%,0%,-3%,-5%,12%,-3%
CCCCn1c(N)c(N(CCOC)C(=O)c2ccc(S(=O)(=O)N3CCCCCC3)cc2)c(=O)[nH]c1=O,-5%,.,-4%,-4%,2%,.,4%,.,-1%,.,-1%
O=C(CSC1=NS(=O)(=O)c2cc(F)ccc2N1)Nc1ccccc1,-3%,.,-2%,2%,-9%,.,-13%,.,0%,.,-7%
CCOC(=O)c1ccc2c(c1)nc(SCC(=O)N1CCCCC1)n2CC,6%,-5%,-2%,0%,2%,4%,1%,-4%,-4%,14%,5%
C=CC(C)n1c(Br)nc2c1c(=O)[nH]c(=O)n2C (stereo not given),-7%,-1%,13%,3%,-14%,3%,12%,-4%,-4%,6%[10 µM],-5%
Cc1cc(C(F)F)n2ncc(C(=O)NCCc3ccc(Cl)cc3)c2n1,11%,-4%,-1%,3%,-3%,5%,-2%,-6%,2%,-20%,-4%
CCSc1nsc(NC(=O)Nc2cccc(OC)c2)n1,20%,-1%,25%,.,0%,1%,21µM*,-14%,-10%,18%[1.91 µM],5%
COn1c(=O)c(-c2ccc(C)cc2)[n+]([O-])c2ccccc21,-5%,?,4%,2%,-26%,?,-8%,1%,4%,8%,-3%
C[C@@H](C(=O)Nc1ccc2ccccc2c1)[C@@H]1C[C@@]1(C)[C@@H](NC(=O)c1cccnc1)c1ccccc1,-8%,-6%,-1%,-11%,0%,20%,-4%,?,-1%,?,30%[activator]
O=C(/C=C/c1ccc(Cl)cc1Cl)N1CCN(c2ccc([N+](=O)[O-])c(N3CCOCC3)c2)CC1,-7%,-6%,0%,-4%,-11%,-2%,1%,?,0%,8%,0%
CCCCOC(=O)Nc1ccc(N(C)C)cc1,2.8µM*,-11%,4µM*,?,?,-4%,3µM*,?,9.2µM*,-30%,-8%
CN1CCN(/N=C/c2nc(-c3ccc(Cl)cc3)n3ccccc23)CC1,-1%,?,0%,?,37%,-7%,-2%,-25%,1%,13%,2%

(cont.)
canonical_smiles,Rab9 promoter act,MBNL1 CUG block,NPC1 promoter act,p53 reactivation,BRCA1 expr act,MLL CXXC-DNA inh,FLuc modulator,Gal4-VP16 FLuc,ELG1 genotoxic,RORg inh,uPA surface inh
COc1ccc(-c2cc(C(=O)NCCN3CCOCC3)c3ccccc3n2)cc1OC,-3%,?,0%,0%,-10%,-8%,?,-4%,-6%,-17%,4%
O=C(Nc1cccc(C(F)(F)F)c1)C1CC(=O)N(CCc2ccccc2)C1 (stereo not given),-5%,.,-1%,-4%,3%,.,4%,.,1%,.,?
COCCCNC(=O)Cn1c(=O)n(CCCCCC(=O)Nc2ccccc2)c(=O)c2sccc21,8%,.,6%,2%,34%,-4%,-12%,?,4%,-11%,3%
CCCN1CCN(CC(=O)Nc2nncs2)CC1,9%,2%,-1%,.,0%,-3%,-1%,.,1%,.,21%
CS(=O)(=O)N1CCN(Cc2ccccc2C(F)(F)F)CC1,0%,-13%,-1%,0%,-15%,-2%,7%,8%,-2%,6%,1%
COc1ccc(NC(=O)c2ccccc2Oc2ccccc2)cc1,1%,12%,3%,.,0%,-6%,-10%,3%,5%,0%,5%
Cc1nnc(NC(=O)CSc2ccc3nnc(-c4cccnc4)n3n2)s1,-3%,2%,0%,0%,.,0%,4%,-5%[10 µM],2%,-20%,.
COc1ccc(S(=O)(=O)NCC2CCCN(C(=O)C=C(C)C)C2)cc1 (stereo not given),-2%,8%,0%,-3%,2%,-16%,-3%,-4%,-1%,20%,-1%
O=C(CCC1CCCCC1)Nc1cccnc1,-4%,8%,0%,4%,5%,9%,?,4%,17%,18%,-9%

Compound activity (PubChem)

An excerpt; the hit share may differ from the screen's.
